SRC3 inh – human NCOA3 inhibition; HEK293 GAL4-SRC3 luciferase reporter, luminescence; AID 588352; hit rate 0.17% among 360,000; inhibition, % at 3.6 µM; Q9Y6Q9;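 active means inhibition above a per-campaign cutoff, the mean of all compounds plus 3 SD, cut at about 60% in these data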;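 further: 0% = DMSO-treated cells and 100% = gossypol-treated cells at 36 µM; higher means less SRC3-driven luciferase light from the GAL4 reporter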
NCOA1 inh – inhibits human SRC1 coactivator. HEK293 GAL4-SRC1 luciferase reporter, luminescence. Q15788. hit rate 0.12% among 360,000. inhibition, % at 3.6 µM;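 active means inhibition above the campaign mean plus 3 SD, with each screening campaign given its own cutoff, cut at about 60% in these data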;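 further: 0% = DMSO treated cells and 100% = gossypol at 36 µM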
TLR9-MyD88 inh – blocks human TLR9 binding to MyD88; inhibition, % at 4.98 µM; AID 504734; Q9NR96+Q99836; hit rate 0.21% among 340,000; CHO BLA complementation TLR9-MyD88, CCF4 FRET ratio;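 active means inhibition above the mean over all tested compounds plus 3 SD, cut at about 21% in these data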;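 further: 0% = DMSO only wells and 100% = clavulanate BLA inhibitor control wells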
TWEAK Fn14 block – blocks TWEAK-Fn14 interaction in a reporter cell assay. TWEAK-stimulated Fn14 reporter cells, luciferase luminescence, 8 h. inhibition, % at 10 µM. hit rate 2% among 360,000. AID 1159606; in the data active means inhibition above about 50%
TROY signal inh – TROY signaling inhibition. Q293 LMP1-TROYcd NF-kB luciferase reporter, 4 h. inhibition, % at 10 µM. hit rate 0.98% among 360,000;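 active means compounds whose plate-normalised and pattern-corrected inhibition of the luciferase reporter signal at the single screening dose is 50% or more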
COUP-TFII inh – blocks human COUP-TFII nuclear receptor; P24468; HEK293T NGFI-A luciferase reporter, luminescence; inhibition, % at 8.6 µM; hit rate 0.7% among 370,000; AID 686940;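 active means inhibition above a per-plate cutoff, mean inhibition of test wells between control levels plus 3 SD, cut at about 38% in these data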;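 further: cells cotransfected with COUP-TFII expression vector driving the NGFI-A reporter; 0% = median of COUP-TF2 test wells and 100% = reporter-only cells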
SRC2 inh – human SRC2 (NCOA2) inhibition | Q15596 | HEK293 GAL4-SRC2 luciferase reporter, luminescence | inhibition, % at 9 µM | hit rate 0.17% among 370,000 | AID 651957;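 active means inhibition above the mean inhibition of all tested compounds plus 3 SD, set per campaign, cut at about 52% in these data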;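 further: 0% = DMSO treated cells and 100% = cells given Gossypol at 36 µM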
Target sequence (Q15596 whole entry, looked up, the tested form may be a part): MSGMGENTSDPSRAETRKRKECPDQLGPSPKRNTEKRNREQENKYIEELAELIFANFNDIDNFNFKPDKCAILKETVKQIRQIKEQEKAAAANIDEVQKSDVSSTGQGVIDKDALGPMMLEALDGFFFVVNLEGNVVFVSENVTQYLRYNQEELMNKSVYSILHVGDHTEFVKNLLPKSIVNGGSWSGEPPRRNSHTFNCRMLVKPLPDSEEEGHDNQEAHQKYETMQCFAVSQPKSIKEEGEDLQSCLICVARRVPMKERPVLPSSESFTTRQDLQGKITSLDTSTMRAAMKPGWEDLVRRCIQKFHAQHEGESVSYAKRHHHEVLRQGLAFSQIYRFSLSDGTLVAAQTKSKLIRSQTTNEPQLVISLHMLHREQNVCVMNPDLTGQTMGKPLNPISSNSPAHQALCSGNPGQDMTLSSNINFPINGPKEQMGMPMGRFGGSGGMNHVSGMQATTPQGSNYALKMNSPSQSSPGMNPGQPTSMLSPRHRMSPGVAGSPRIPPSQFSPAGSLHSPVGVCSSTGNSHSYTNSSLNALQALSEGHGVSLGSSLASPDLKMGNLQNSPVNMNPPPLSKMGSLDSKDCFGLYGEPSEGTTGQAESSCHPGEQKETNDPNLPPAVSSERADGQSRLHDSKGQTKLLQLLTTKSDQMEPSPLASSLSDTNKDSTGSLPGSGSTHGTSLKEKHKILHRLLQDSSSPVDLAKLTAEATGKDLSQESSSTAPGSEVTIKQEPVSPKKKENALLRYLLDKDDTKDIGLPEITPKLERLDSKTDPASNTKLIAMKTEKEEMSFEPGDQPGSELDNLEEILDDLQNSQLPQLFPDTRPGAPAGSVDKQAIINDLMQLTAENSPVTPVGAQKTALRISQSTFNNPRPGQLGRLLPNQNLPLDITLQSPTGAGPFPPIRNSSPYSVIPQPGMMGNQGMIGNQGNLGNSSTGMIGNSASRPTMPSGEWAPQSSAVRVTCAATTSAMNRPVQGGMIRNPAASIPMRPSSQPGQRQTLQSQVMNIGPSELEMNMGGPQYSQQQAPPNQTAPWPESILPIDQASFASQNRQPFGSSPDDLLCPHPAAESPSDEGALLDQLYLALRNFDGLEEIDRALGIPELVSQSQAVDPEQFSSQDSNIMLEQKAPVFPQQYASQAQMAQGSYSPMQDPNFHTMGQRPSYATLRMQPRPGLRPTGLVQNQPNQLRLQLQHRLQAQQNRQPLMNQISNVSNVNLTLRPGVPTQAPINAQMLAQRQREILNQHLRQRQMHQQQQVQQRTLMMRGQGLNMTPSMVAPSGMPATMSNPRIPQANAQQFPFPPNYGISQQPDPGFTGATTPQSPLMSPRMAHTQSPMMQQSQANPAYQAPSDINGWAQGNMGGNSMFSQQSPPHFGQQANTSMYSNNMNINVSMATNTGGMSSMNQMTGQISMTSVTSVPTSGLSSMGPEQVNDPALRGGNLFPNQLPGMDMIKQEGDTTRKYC
LRH-1 inv ag – suppresses constitutive activity of human LRH-1 | hit rate 0.13% among 360,000 | inhibition, % at 3.6 µM | HEK293T StAR-luciferase reporter, LRH-1 transfected, 24 h | O00482;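 active means inhibition above the mean inhibition of all tested compounds plus 3 SD, cut at about 73% in these data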;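 further: 0% = DMSO wells and 100% = reporter-only cells lacking LRH-1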
NOD2-RIPK2 inh – inhibitors of human NOD2-RIPK2 interaction; O43353; inhibition, % at 4.98 µM; hit rate 0.38% among 360,000; CHO BLA complementation NOD2-RIPK2, CCF4 ratio; in the data active means inhibition above about 21%;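 further: 0% = vehicle only and 100% = reference blocker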
Exocytosis inh – lytic granule exocytosis inhibition; TALL-104 LAMP-1 surface exposure, flow cytometry; cells stimulated with thapsigargin and PMA; inhibition, % at 10 µM; hit rate 0.66% among 360,000;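 active means inhibition above about 55%, limit read from the data; inconclusive means no clear call, values can overlap the other calls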
ABHD5-PLIN5 inh – ABHD5-PLIN5 protein interaction inhibition; Split G. princeps luciferase complementation, luminescence, 4 h; inhibition, % at 4 µM; hit rate 0.78% among 360,000; AID 602281;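 active means inhibition above the mean inhibition across every tested compound plus 3 SD, cut at about 22% in these data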;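 further: 0% = DMSO only wells and the 100% control is not disclosed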
Numbers without * were called inactive; ? = inconclusive; · = no result given.

SMILES	SRC3 inh	NCOA1 inh	TLR9-MyD88 inh	TWEAK Fn14 block	TROY signal inh	COUP-TFII inh	SRC2 inh	LRH-1 inv ag	NOD2-RIPK2 inh	Exocytosis inh	ABHD5-PLIN5 inh
CCOC(=O)CC1C(=O)NCCN1C(=O)c1ccc(F)cc1F (stereo unspecified)	12	-7	-3	-19	-8	-13	-20	3	-3	0	-2
Cc1[nH]c2ccccc2c1C(=O)CSC(=S)N1CCCCC1	-61	-76	4	-5	-77	-13	-11	-156	-7	1	3
NC(=O)c1ccc(-n2nnnc2Oc2ccc(Br)cc2)cc1	1	5	3	-6	5	10	-13	-2	10	4	-7
CCCn1c(=O)c2c(nc3n2CC(C)CN3Cc2ccccc2)n(C)c1=O (stereo unspecified)	9	-1	-5	11	9	-3	-2	-1	-2	-5	1
O=C(Nc1ccccc1)Nc1cccc2ccccc12	3	4	-1	-40	-49	-26	16	-31	-21	?	-1
COc1ccc(NC(=O)c2oc3ccc(S(=O)(=O)N4CCOCC4)cc3c2C)cc1	3	6	13	32	18	10	28	7	3	-3	-8
CCCCC(=O)Nc1ccc(NC(=O)c2cccs2)cn1	2	-32	-3	-34	-33	-5	-35	-30	0	-1	-1
O=c1cc(CO)oc(CN2CCN(Cc3ccccc3)CC2)c1O	-4	10	-1	1	14	20	1	-7	1	0	4
O=C(COC(=O)c1nsc(Cl)c1Cl)NC1CCCC1	-3	-6	-8	16	-2	3	-24	1	-7	-1	0
O=C(CCCSc1nnc(-c2cccs2)n1CC1CCCO1)c1ccccc1 (stereo unspecified)	-10	-3	-8	5	-4	17	-11	9	-4	-1	4
COCCN(C(=O)CCC(=O)Nc1ccccn1)C(C(=O)NC(C)C)c1ccc(C)cc1 (stereo unspecified)	12	-1	4	8	3	0	20	10	-7	4	0
Fc1ccc(NC(=S)N2CCN(c3ccccn3)CC2)cc1Cl	4	-4	-2	2	-11	0	-54	5	1	17	-6
CCOc1ccccc1-n1c(SCC(N)=O)nc2ccccc2c1=O	-26	-4	-5	15	-5	11	9	8	-12	-3	4
COc1ccc(CCC(=O)Nc2ccc(C)c(S(=O)(=O)N(C)C)c2)cc1OC	17	13	3	20	28	41*	21	29	2	6	-7
Cc1ccc(N2CC(C(=O)Nc3cc(S(=O)(=O)N4CCCCC4)ccc3C)CC2=O)cc1 (stereo unspecified)	-38	-6	3	4	-5	10	3	1	1	-2	-11
O=C(NC12CC3CC(CC(C3)C1)C2)N1CCC(n2nnc3ccccc32)CC1	6	-19	-10	9	-8	3	20	-32	3	0	-6
Cc1cc(S(=O)(=O)Nc2nc(CN3CCOCC3)nc3sc4c(c23)CCC4)ccc1F	2	3	-9	-19	-12	5	-12	-16	0	0	0
Cn1c(SCC(=O)NNC(=O)Cc2ccccc2)nnc1-c1ccccc1	11	-10	4	-19	2	6	0	21	0	-4	5
C/C(CCc1ccc2c(c1)OCO2)=N\N=C(/N)SC1CC(=O)N(c2ccccc2F)C1=O (stereo unspecified)	6	-18	-6	0	-11	1	5	31	-3	-1	-3
C=CCNC(=O)C(=O)c1c(-c2ccccc2)[nH]c2ccccc12	10	7	-5	-1	-7	15	-1	13	2	-10	2
O=C(CSc1nnc(Cn2c(=O)sc3ccccc32)n1CCc1ccccc1)N1CCCC1	0	5	-8	15	5	10	0	2	-9	-3	-11
Cc1cccc(-c2nnc(SCC#N)n2C)c1	2	5	0	15	15	1	-1	-3	-3	-4	1
CC1Sc2ccc(C(=O)Nc3ccccc3OC(F)F)cc2NC1=O (stereo unspecified)	-77	-53	3	-15	-20	-48	-26	-52	-9	-2	7
COc1ccc(CSc2nc(N3CCOCC3)c3c(c2C#N)CC(C)(C)OC3)cc1	-2	-9	8	-35	22	0	-20	0	-11	-2	12
COc1cccc(NC(=S)NNC(=O)C(C)n2nc(C)c([N+](=O)[O-])c2C)c1 (stereo unspecified)	-1	6	-5	-5	-15	5	1	-5	4	6	2
COc1ccc(CCC(=O)NCCOc2ccc(Cl)cc2)cc1	-14	-6	-5	6	2	-26	-35	-5	10	2	-1
CCC1(c2ccc(F)cc2)NC(=O)N(CC(=O)Nc2ccc(-c3nc4ccc(C)cc4s3)cc2)C1=O (stereo unspecified)	-79	-107	-9	14	-2	-46	-25	-151	-1	14	15
CCOc1cc(/C=C\c2nc(O)c([N+](=O)[O-])c(=O)[nH]2)ccc1OC(C)C	7	6	2	6	5	-11	-4	-1	1	-6	2
Cc1c(C=O)c2ccccc2n1CC(=O)NC(C)c1ccccc1 (stereo unspecified)	12	-55	0	10	-3	11	22	12	-3	-9	-3
CCCn1c(=O)[nH]c(=O)c2c1nc(-c1ccc(OC(F)(F)C(F)C(F)(F)F)cc1)n2CCOC (stereo unspecified)	15	-8	0	23	19	3	1	23	6	3	-6
Cc1cccc(C)c1NC(=O)CC1SC2=NCCN2C1=O (stereo unspecified)	-1	-5	-1	6	-1	11	6	-19	12	20	-5
CC1CCCN(c2ccc([N+](=O)[O-])s2)C1 (stereo unspecified)	-13	-17	2	4	11	-2	-17	8	4	-2	0
COc1ccc(C2C(=O)N(C3CCCCC3)CC(=O)N2CCc2ccccc2)cc1OC (stereo unspecified)	-2	-13	-9	-21	7	16	10	-3	-6	-2	2
COc1ccc(CN(CC(=O)NCc2ccccc2)C(=O)CCC(=O)Nc2ccccn2)cc1	19	0	-7	-3	-4	6	-6	-14	-3	-3	4
COc1ccc(C2=C(N)c3ccccc3C2=O)cc1	-64	-75	3	-12	-52	·	·	-209	-9	4	3
COCCn1c(=O)[nH]c2cc(C(=O)NC3CCCCCC3)ccc2c1=O	-2	-21	8	12	20	16	-42	15	2	1	12
COCCCN1C(=O)C(CC(=O)NCCCN(C)C)CC(C(=O)N2CCCCCC2)=C1C (stereo unspecified)	·	·	·	5	-15	0	-2	26	-5	5	12
CCOCc1c(C(=O)N2CCN(CC(=O)Nc3ccc(F)cc3)CC2)oc2ccccc12	8	0	0	-4	10	-1	1	-1	4	22	2
COc1ccc(N2CCN(C(=O)COC(=O)c3ccc(OC(F)F)cc3)CC2)cc1	12	-8	-4	2	6	0	-13	-6	-5	3	6
CCC(=O)NCCc1nc2cc(NC(=O)c3ccccc3OC)ccc2n1C	-55	-39	1	-21	-56	-56	-37	-69	0	-1	1
C=CCN=Cc1c(C)[nH]n(-c2ccccc2)c1=O	-60	-55	3	-9	-57	-41	-14	-57	-2	-2	-9
N#Cc1ccccc1NC(=O)c1cc(=O)c2ccccc2o1	-20	0	10	15	-29	-9	5	-34	-5	-2	-5
COc1ccc(CNC(=O)CC2C(=O)NCCN2CC(C)(C)C)c(OC)c1 (stereo unspecified)	9	-24	-1	21	5	-4	9	3	2	-1	-9
Cc1ccc(C)c(NC(=O)COC(=O)CCNC(=O)c2ccco2)c1	6	-6	1	9	-14	10	-10	17	-6	-2	4
Cc1ccccc1CSCC(=O)NCCSc1ccccn1	-8	-14	2	-7	-32	-39	-21	-3	6	1	1
COc1ccc(-c2noc(CSc3nc(-c4ccccc4)cc(=O)[nH]3)n2)cc1OC	11	-25	-9	-23	32	1	-3	2	4	1	-9
CCc1ccc2nc(SCC(=O)Nc3ccccc3N3CCOCC3)c(C#N)cc2c1	2	8	-3	14	7	-10	-12	16	-2	4	-5
CCc1ccc(/C(C)=N/NC(=O)c2c[nH]c3ccccc23)s1	-21	-34	0	-21	-24	-30	-40	-31	-12	1	-6
COc1cccc(C2CC(c3cccs3)=NN2C(=S)Nc2ccccc2)c1OC (stereo unspecified)	4	6	-1	13	-22	6	14	-18	-7	0	6
CC(NC(=O)C1CCCN(S(=O)(=O)N2CCOCC2)C1)c1ccccc1 (stereo unspecified)	17	2	-1	4	0	9	13	17	-3	-5	-1

Following part
SMILES	SRC3 inh	NCOA1 inh	TLR9-MyD88 inh	TWEAK Fn14 block	TROY signal inh	COUP-TFII inh	SRC2 inh	LRH-1 inv ag	NOD2-RIPK2 inh	Exocytosis inh	ABHD5-PLIN5 inh
N#CC1=C(c2ccc(-c3ccccc3)cc2)COC1=O	-1	-9	0	-19	-37	-23	-16	-7	2	-9	5
CCOC(=O)c1c(C)[n+]([O-])c2ccc3c(non3O)c12	27	6	-26	16	7	-3	2	10	-4	8	4
O=C(Nc1nnc(-c2ccco2)s1)C1CC1	-42	-49	4	-7	4	-30	-13	-21	-8	-1	2
O=C(NCCN1CCOCC1)C1CCN(c2ncnc3c2sc2cccc(F)c23)CC1	-10	-12	-2	-10	9	-4	-14	11	7	-4	2
O=C(Cc1cccc(NC(=O)C2CCN(C(=O)C3CCCC3)CC2)c1)Nc1cccc(C(=O)N2CCCCC2)c1	-2	4	-9	-6	-3	11	4	11	0	1	4
O=C(CCS(=O)(=O)Cc1ccccc1)Nc1ncc([N+](=O)[O-])s1	-34	-67	5	6	14	-14	-33	-41	-5	3	0
O=C(NN1C(=O)C2C3C=CC(C3)C2C1=O)c1ccco1 (stereo unspecified)	12	11	9	-13	3	4	-49	9	-1	-6	-1
COc1ccccc1CN1CCCCCC1	10	-19	3	28	10	-16	5	16	-4	14	5
Cc1cc(C)cc(N(CC(=O)NCCSCc2ccco2)S(C)(=O)=O)c1	-5	7	0	-5	-10	-11	5	3	-7	-5	-3
COc1cccc(/C=C2\SC(=O)N(CCC(=O)NNC(=O)c3cccc(Cl)c3)C2=O)c1	-5	0	-5	-12	-30	-8	6	3	-12	1	0
COc1cc(/C=N/NC(=O)CCC(=O)Nc2ccc(Br)cc2)ccc1O	5	-3	13	12	-2	-3	-19	17	-4	-6	1
CCc1cc(C(=O)N=Nc2c(O)[nH]c3c(Br)cc(Br)cc23)c2ccccc2n1	6	-18	-2	4	15	-3	13	13	-7	1	-2
CCCCCn1c(CN2CCN(C(=O)OCC)CC2)nc2c1c(=O)n(C)c(=O)n2C	23	2	2	2	1	6	-13	10	-13	2	4
Cc1cc(C)c2c(N)c(C(=O)c3ccc(Cl)c(Cl)c3)sc2n1	1	6	-3	-30	-30	7	-3	-1	-4	-2	-2
Nc1ccc(CSc2ccc(Cl)cc2)c(Cl)c1	-73	-88	-6	-23	-49	-30	-56	-147	7	-10	-16
CC1CCCCC1NC(=O)CSCC(=O)O (stereo unspecified)	12	10	-1	16	7	4	-41	18	9	-6	-2

These rows are one share of the data. The share of hits here may be higher or lower than overall.
